ER stress death = ER stress cell death inhibition; AID 1010; 48,000 tested, 0.33% active; relative survival (cellular ATP), % at 15 µg/mL (by protocol); CSM14.1 thapsigargin ER stress survival, ATP luminescence;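 active = survival measured by cellular ATP above 50% at 15 µg/ml in the first screen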;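 also: cell death triggered by about 15 µM thapsigargin; ATP read 24 h after thapsigargin was added; plate controls were thapsigargin with DMSO for no effect and DMSO without thapsigargin for full effect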
Starred values were filed as active, the others as inactive. An excerpt (hit frequency here may not be typical).

SMILES	ER stress death
COc1ccc(/C=C(/NC(=O)c2ccc(C(C)(C)C)cc2)C(=O)N2CCCC2)cc1OC	0
Cc1nn(CC(O)Cn2c3ccc(Cl)cc3c3cc(Cl)ccc32)c(C)c1Br (stereo unspecified)	6
COc1ccccc1C(=O)Nc1cccc(C(F)(F)F)c1	2
O=C(/C=C\Nc1ccc([N+](=O)[O-])cc1Br)c1ccc2c(c1)OCO2	7
COc1ccc(C(=O)/C=C/Nc2ccccn2)cc1	-20
Cc1cccn2c(=O)c(/C=C3\SC(=S)N(Cc4ccco4)C3=O)c(NCCCn3ccnc3)nc12	2
COc1ccccc1N1C(=O)C2C(C1=O)C1C=CC2C12CC2 (stereo unspecified)	22
COc1ccccc1NC(=O)C1=C(C)NC(=O)NC1c1ccc(Cl)cc1 (stereo unspecified)	6
O=C(NC(=S)Nc1ccc(-c2nc3ccccc3s2)cc1)c1ccccc1Cl	5
COc1ccc(NC(=O)Nc2ccc(Oc3ccccc3)cc2)cc1OC	12
Cc1ccc2nc(/C(C#N)=C/c3cc(Br)ccc3OCc3ccccc3)[nH]c2c1	4
CC(C)CN1C(=O)/C(=C/c2cccc3ccccc23)SC1=S	1
O=c1c2ccccc2ncn1-c1ccc([N+](=O)[O-])cc1C(F)(F)F	5
O=C1C2C3C=CC(C3)C2C(=O)N1c1cccc(Oc2cccc(Oc3cccc(N4C(=O)C5C6C=CC(C6)C5C4=O)c3)c2)c1 (stereo unspecified)	7
CC(C)CC(NC(=O)c1ccccc1)C(=O)OCC(=O)Nc1cccc2ccccc12 (stereo unspecified)	10
CC(=O)N(Cc1ccc2c(c1)OCO2)C1CC(=O)N(c2ccc(Br)cc2)C1=O (stereo unspecified)	3
COCCN1C(=O)/C(=C\c2ccccc2[N+](=O)[O-])C(C(=O)OC)=C1C	1
COCCCNC(=O)c1cc(Cl)ccc1Cl	7
Cc1oc2ccc(OC(C)C(=O)O)cc2c1C(=O)OC(C)C (stereo unspecified)	-2
Nc1ccc(S(=O)(=O)Nc2nccc(/C=C\c3ccccc3Cl)n2)cc1	4
COc1ccc(Cl)cc1C(=O)Nc1cc(C(F)(F)F)ccc1Cl	3
Cc1cccc(N2C(=O)/C(=C/c3ccccc3Cl)SC2=S)c1C	1
O=C(CCCNc1ccccc1)N/N=C/c1cccnc1	-1
CCOC(=O)c1ccccc1NC(=O)CN(c1ccc(OC)cc1OC)S(C)(=O)=O	10
COc1ccc(S(=O)(=O)Oc2ccccc2)cc1	32
COc1ccc(C(=O)N2CCN(C3CCCC3)CC2)cc1	-6
CN1CCN(CCN2CCn3c2nc2ccccc23)CC1	3
COc1ccc(C2=C/C(=C/c3ccco3)C(=O)O2)cc1	0
C(=C(\c1ccccc1)c1nc2ccccc2[nH]1)/c1ccco1	-2
COc1ccccc1NC(=O)CSc1nnc(NC(=O)CSc2nnc3n(N)cnn23)s1	4
O=C1c2ccccc2-c2onc3ccc(Sc4ccccc4)c1c23	-7
COc1ccc(C2Nc3ccccc3C(=O)N2c2ccc(C)cc2)cc1Cn1nnc2ccccc21 (stereo unspecified)	7
CN(C)CCCNC(=O)c1ccc(F)cc1	13
CC(=O)c1ccc(NC(=S)NC(NC(=O)c2ccc(Cl)cc2Cl)C(Cl)(Cl)Cl)cc1 (stereo unspecified)	2
COc1ccc(/C=C(\NC(=O)c2ccc(OC)cc2)C(=O)NCc2ccco2)cc1	-3
Cc1ccc(NC(=O)COc2ccc(Cl)cc2Cl)nc1	-6
Cc1cn([C@H]2C[C@@H](O)[C@@H](CO)O2)c(=O)n(C)c1=O	9
COc1ccc(C(=O)Nc2ccc(Cl)cn2)cc1Br	1
Cc1ccc(N=C2NC(=O)/C(=C/c3ccc(O)c([N+](=O)[O-])c3)S2)cc1Cl	0
c1ccc(Nc2nc(-c3ccncc3)cs2)nc1	-4
COc1cc(OC)cc(C(=O)Nc2cccc(NC(C)=O)c2)c1	0
COc1ccc(N2C(=O)C(Cl)=C(N3CCN(C)CC3)C2=O)cc1	-12
CCOc1ccc(C(=O)Nc2cc(C(F)(F)F)cc(C(F)(F)F)c2)cc1	-4
Cc1ccc(NC(=O)/C(=C\c2cccnc2)NC(=O)c2ccc(C)cc2)cc1	-3
O=C(NNC(=O)c1ccc(Cl)cc1Cl)c1ccco1	7
NNC(=O)COc1ccc(Oc2ccccc2)cc1	1
Cn1cccc1CN1CCN(Cc2cc(Br)ccc2O)CC1	-5
C=CCNC(=O)CN(c1ccc(OC)cc1)S(=O)(=O)c1ccccc1	1
COc1ccc(C2(CNC(=O)/C=C/c3ccccc3)CCCC2)cc1OC	24
O=C(c1cccs1)N(CCN(C(=O)c1cccs1)c1ccccc1)c1ccccc1	4
Nc1nnc(SCc2ccccc2F)s1	4
COc1cc(/C=C2\C(=O)NC(=O)N(c3ccc(Cl)cc3)C2=O)ccc1O	4
CC1=C(C(=O)Nc2ccccc2Cl)C(c2cccc(Cl)c2)NC(=O)N1 (stereo unspecified)	2
COc1ccc(/C=C(\C#N)C(=O)NC(=O)Nc2cccc(Cl)c2)cc1	16
N/C(=N\OC(=O)c1ccccc1Br)c1cccnc1	-6
COc1ccc(/C=C2\SC(=O)N(CC(=O)Nc3ccc(C)cc3C)C2=O)cc1	7
N/C(=N\OC(=O)COc1ccc2ccccc2c1)c1ccncc1	-1
COc1cc(C2CC(=O)Nc3c2cc(Br)c2ccccc32)cc(OC)c1OC (stereo unspecified)	0
CC1=CC(C)(C)N(S(=O)(=O)c2ccc(C)cc2)c2ccc(C)cc21	2
Cc1ccc2[nH]c(O)c(N=NC(=O)COc3ccccc3)c2c1Br	6
Next section
SMILES	ER stress death
CCOC(=O)c1c(NC(=O)/C=C/c2ccc(C)o2)sc(C)c1C	-3
CCOC(=O)c1ccccc1NC(=O)c1cc(-c2ccccc2C)nc2ccccc12	0
COCCNC(=O)C(=O)Nc1ccc(C(C)C)cc1	1
CCN(CC)c1ccc(Nc2cc(C)nc3ncnn23)cc1	1
CC(=O)Nc1ccccc1NC(=O)COc1ccc(Cl)cc1Br	15
CCn1c2ccccc2c2cc(/C=N/N3CCN(c4ccccc4OC)CC3)ccc21	7
CC(=O)NS(=O)(=O)c1ccc(NC(=O)CCCOc2ccc(Cl)cc2Cl)cc1	3
O=C(c1ccccc1)N1CCN(Cc2ccccc2)CC1	4
CCOc1ccc(-c2csc(/C(C#N)=C/c3ccco3)n2)cc1	1
COC(=O)C1=C(C)NC(=O)CC1c1ccc(C(F)(F)F)cc1 (stereo unspecified)	10
CCC(=O)c1ccc(N2CCN(C(=O)c3ccccc3)CC2)c(F)c1	2
CC(=O)NS(=O)(=O)c1ccc(NC(=O)Nc2cccc(Cl)c2)cc1	3
Cc1ccc2nc(Sc3ccccc3)c(C#N)c(=O)n2c1	6
Cc1cc(/C=C2\NC(=O)NC2=O)c(C)n1-c1cccc([N+](=O)[O-])c1	15
COc1cccc(C(=O)Nc2ccc3oc(-c4cccc(OC)c4)nc3c2)c1	-2

Gathered by group: those above with an aryl thioether with sulfur outside any ring
SMILES	ER stress death
COc1ccccc1NC(=O)CSc1nnc(NC(=O)CSc2nnc3n(N)cnn23)s1	4
O=C1c2ccccc2-c2onc3ccc(Sc4ccccc4)c1c23	-7
Nc1nnc(SCc2ccccc2F)s1	4
Cc1ccc2nc(Sc3ccccc3)c(C#N)c(=O)n2c1	6

Three compounds already listed, arranged by length of the SMILES, rising.
SMILES	ER stress death
COc1ccc(C(=O)/C=C/Nc2ccccn2)cc1	-20
COc1ccccc1NC(=O)C1=C(C)NC(=O)NC1c1ccc(Cl)cc1 (stereo unspecified)	6
O=C(NC(=S)Nc1ccc(-c2nc3ccccc3s2)cc1)c1ccccc1Cl	5

Other records.
SMILES	ER stress death
CCc1ccc(N2CC(C(=O)Nc3ccc(I)cc3)CC2=O)cc1 (stereo unspecified)	3
N#CSCCCCOc1ccc(Br)cc1	-17
CCN1C(=O)/C(=C\c2ccc(O)cc2O)SC1=S	-1
CCC(C(=O)Nc1nc(-c2ccccc2)c(C)s1)c1ccccc1 (stereo unspecified)	6
O=C1NCCCc2nc(N3CCOCC3)sc21	-4
COc1ccc(-c2cc(C(=O)NCCc3ccccc3)c3ccccc3n2)c(OC)c1	7
COc1ccc2nc(NC(=O)c3ccccc3OC)sc2c1	-5
CCOc1ccc(NC(=O)/C(=C/c2cccs2)NC(=O)c2cccs2)cc1	4
O=C1OC2C=CC(Br)=CC2=CC1C(=O)N1CCSC1c1ccccc1Cl (stereo unspecified)	2
Cc1ccc(-c2nc3cccnc3o2)cc1NC(=O)COc1ccc(C(C)(C)C)cc1	10
CCCCOC(=O)c1sc2nc(N)c(C#N)c(-c3ccc(OC)c(OC)c3)c2c1N	12
Cc1ccc(N2C(=O)C3C(C2=O)N2CCCN2C3c2ccccc2)cc1 (stereo unspecified)	1
O=C1C(c2ccccc2)=C(O)c2ccccc21	3
CC(Nc1n[nH]c(=O)[nH]c1=O)C(=O)N/N=C/c1ccccc1Br (stereo unspecified)	-2
O=C(/C=C/c1ccco1)NC(=S)NCc1ccccc1	5
Cc1cccc(NC(=S)NNC(=O)c2cccc(C)c2)c1	-2
O=C(c1cc(F)c(F)cc1Cl)N1CCN(c2ccc([N+](=O)[O-])c3ncccc23)CC1	0
Cc1ccc(C)c(S(=O)(=O)Nc2c(C)n(C)n(-c3ccccc3)c2=O)c1	4
O=C(Cc1ccccc1)N1N=C(c2cccc(Br)c2)CC1(O)C(F)(F)F (stereo unspecified)	9
NC(=O)C(Cc1c[nH]c2ccccc12)NC(=O)OCc1ccccc1 (stereo unspecified)	6
CCc1cccc(C)c1NC(=O)c1c(Cl)ccc(Cl)c1OC	-4
Cc1cc(NC(=O)c2ccccc2[N+](=O)[O-])ccc1-c1cc2ccccc2oc1=O	8
Cc1ccc(C(=O)c2ccc(N3CCN(C(=O)c4cccc(F)c4)CC3)c(F)c2)cc1C	8
Cc1ccc(S(=O)(=O)/N=C2\C=CC(=O)C=C2Cl)cc1	-28
COc1ccc(S(=O)(=O)N2CCN(C(=O)Cc3ccccc3)CC2)cc1	2
Cc1ccc(OCC(=O)Nc2ccc(S(N)(=O)=O)cc2)c(C)c1	11
COc1cccc(NC(=O)CN(c2cccc(C(F)(F)F)c2)S(C)(=O)=O)c1	5
Cc1ccccc1OCCNC(=O)CCc1ccccc1	12
CCOC(=O)c1ccc(-c2ccc(/C=C3/C(=O)NN(c4cccc(Cl)c4)C3=O)o2)cc1	-3
O=C(Nc1ccc(Cl)cc1)c1cc(-c2cccs2)nc2ccccc12	-5
CCOC(=O)c1c(C)nn(C2CCCCC2)c1N	5
O=[N+]([O-])c1cccc(-c2csc(N/N=C\c3cccc(O)c3)n2)c1	-4
Cc1ccc(C2CC(C(F)(F)F)n3ncc(C(N)=O)c3N2)cc1 (stereo unspecified)	-3
CCCOC(=O)c1c(-c2ccccc2)csc1N	17
CCC(=O)Nc1ccc(NC(=O)c2ccc(OCC(C)C)cc2)cc1	2
Cc1cc(C)n(-c2nc(Nc3ccc(Br)cc3)nc(-n3nc(C)cc3C)n2)n1	4
Cc1ccc(C(C)C)c(OCC(=O)Nc2ccc3c(c2)OCO3)c1	-2
CCn1c2ccccc2c2nnc(NN)nc21	-9
O=C(N/N=C/c1ccc(Cl)c(Cl)c1)c1cc(-c2ccccc2)n[nH]1	-1
COC(=O)c1ccccc1-c1ccc(/C=C2/SC(=S)N(Cc3ccccc3)C2=O)o1	5
Cc1ccc(C(=O)N(c2c(C)n(C)n(-c3ccccc3)c2=O)C(C)C)cc1	3
CN(C)c1ccc(NS(=O)(=O)c2cccc([N+](=O)[O-])c2)cc1	1
CCOc1ccc(C2=C/C(=C/c3ccc(I)o3)C(=O)O2)cc1	7
Cc1cc(C)cc(NC(=O)C(=O)NCc2cccnc2)c1	2
Cc1ccc(/C=C/C(=O)Nc2cccc3cccnc23)o1	-1

Rewritten as labelled records: part of the list above.
COC(=O)c1ccccc1-c1ccc(/C=C2/SC(=S)N(Cc3ccccc3)C2=O)o1
  ER stress death = 5
Cc1ccc(C(=O)N(c2c(C)n(C)n(-c3ccccc3)c2=O)C(C)C)cc1
  ER stress death = 3
CN(C)c1ccc(NS(=O)(=O)c2cccc([N+](=O)[O-])c2)cc1
  ER stress death = 1
CCOc1ccc(C2=C/C(=C/c3ccc(I)o3)C(=O)O2)cc1
  ER stress death = 7

Further records
SMILES	ER stress death
C=CCC(C(=O)c1ccccc1)C(=O)C(C)(C)OC (stereo unspecified)	2
COC(=O)c1cc(NC(=O)c2cccnc2)cc(C(=O)OC)c1	5
O=[N+]([O-])c1ccc(N2CCCC2)cc1Sc1cccc2cccnc12	8
COc1ccc(OC)c(N(CC(=O)Nc2ccc(I)cc2)S(C)(=O)=O)c1	8
NNC(=O)C(NC(=O)c1ccc([N+](=O)[O-])cc1)C12CC3CC(CC(C3)C1)C2 (stereo unspecified)	-4
COC(=O)C(C)Oc1ccc2c3c(c(=O)oc2c1)CCC3 (stereo unspecified)	-1
O=S(=O)(NCc1cccnc1)c1ccc(Br)cc1Br	-4
COC(=O)C1=C(C)NC2=C(C(=O)CCC2)C1c1cccc(F)c1 (stereo unspecified)	6
COc1ccc(OC)c(C2/C(=C(/O)c3ccccc3)C(=O)C(=O)N2c2cccc([N+](=O)[O-])c2)c1 (stereo unspecified)	7
CCc1cc2c(=O)c(-c3nc4ccccc4s3)c(C)oc2cc1OS(C)(=O)=O	2
COc1cc2c(cc1NC(=O)c1ccccc1OC)oc1ccccc12	5
